Source: PubChem
M1 antag = human CHRM1 antagonism; actives 1.3% (n = 360,000); P11229; CHO-K1 hM1, Fluo-8 calcium fluorescence, ACh EC80 antagonist; inhibition, % at 3 µM;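 active means percent inhibition above its own plate's cutoff, namely the mean of that plate's compound wells plus 3 SD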;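 further: peak over basal fluorescence ratio during 140 s after agonist addition; 0% = ACh EC80 plus DMSO and 100% = DMSO alone without agonist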
Target sequence (P11229 whole entry, looked up): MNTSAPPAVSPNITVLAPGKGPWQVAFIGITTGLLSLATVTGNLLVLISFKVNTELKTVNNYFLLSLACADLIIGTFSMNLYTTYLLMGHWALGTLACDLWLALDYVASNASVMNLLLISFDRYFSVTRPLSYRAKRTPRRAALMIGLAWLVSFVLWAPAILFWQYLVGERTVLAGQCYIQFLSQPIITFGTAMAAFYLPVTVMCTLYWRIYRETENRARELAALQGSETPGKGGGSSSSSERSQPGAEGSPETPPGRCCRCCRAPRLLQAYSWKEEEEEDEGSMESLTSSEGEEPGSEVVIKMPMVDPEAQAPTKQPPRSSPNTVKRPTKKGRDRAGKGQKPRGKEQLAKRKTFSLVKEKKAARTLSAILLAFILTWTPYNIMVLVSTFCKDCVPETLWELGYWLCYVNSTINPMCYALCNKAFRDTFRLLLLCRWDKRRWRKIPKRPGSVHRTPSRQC
CHRM1 PAM = human CHRM1 positive allosteric modulation. P11229. CHO-K1 hM1, Fluo-8 calcium fluorescence, ACh EC20; 0% = ACh EC20, 100% = maximal ACh. activation, % at 3 µM. AID 588819. actives 0.088% (n = 360,000); in the data active means activation above about 19%, passing the limit was not always enough
M1 ag = human M1 muscarinic receptor agonism; CHO-K1 hM1, Fluo-8 calcium fluorescence, agonist mode; 0% DMSO, 100% acetylcholine EC100; activation, % at 3 µM; actives 0.33% (n = 360,000);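 active means activation above the run's mean compound activation plus 3 SD, cut at about 16% in these data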;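 further: peak over basal fluorescence ratio within a 140 s kinetic read after compound addition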
CHO parental Ca = signal in parental CHO cells, OX1R antagonist counter-screen | actives 0.63% (n = 330,000) | inhibition, % at 5.6 µM | parental CHO-K1, ATP-induced calcium, Fluo-8 fluorescence;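 active means inhibition above that plate's mean sample inhibition plus 3 SD, cut at about 26% in these data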;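 further: 0% = ATP-challenged DMSO wells and 100% = DMSO wells without ATP; some compounds past the cut are filed as inactive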
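Test system: parental CHO cells; detection: calcium-sensitive Fluo-8 fluorescence; evaluation: percent inhibition of calcium signal; also added: ATP as calcium-mobilizing challenge; repeats: one well per compound; control set: ATP-challenged DMSO wells low, unchallenged DMSO wells high; compound: single nominal dose of 5.6 µM per compound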
OXTR ag = agonists of human oxytocin receptor; actives 0.32% (n = 320,000); CHO-OTR cells, Fluo-8 calcium fluorescence; normalized: DMSO 0%, oxytocin 100%; P30559; activation, % at 3 µM; AID 2435;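 active means activation above the mean of all tested compounds plus 3 SD, cutoff set per screening run, cut at about 20% in these data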;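 further: peak over basal fluorescence ratio from a 100 s FLIPR kinetic read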
Target sequence (P30559 whole entry, looked up): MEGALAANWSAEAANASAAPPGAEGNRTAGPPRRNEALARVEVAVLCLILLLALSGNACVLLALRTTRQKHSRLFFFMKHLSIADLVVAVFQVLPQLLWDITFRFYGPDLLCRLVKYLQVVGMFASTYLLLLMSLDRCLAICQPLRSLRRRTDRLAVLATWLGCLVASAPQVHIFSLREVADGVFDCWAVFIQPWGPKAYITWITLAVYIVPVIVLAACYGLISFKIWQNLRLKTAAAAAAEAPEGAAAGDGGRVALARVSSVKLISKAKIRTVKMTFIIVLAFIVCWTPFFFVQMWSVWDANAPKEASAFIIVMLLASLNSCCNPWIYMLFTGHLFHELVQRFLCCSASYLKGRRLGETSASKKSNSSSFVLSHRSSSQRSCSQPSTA
TAAR1 antag = antagonists of human TAAR1; CHO RD-HGA16 TAAR1, Fluo-8 calcium fluorescence, antagonist; inhibition, % at 3 µM; actives 1.5% (n = 360,000); AID 624466;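 active means inhibition above a per-plate cutoff, the mean inhibition of test compounds on that plate plus 3 SD, cut at about 49% in these data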;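 further: 0% = DMSO plus EC80 beta-PEA response and 100% = DMSO alone without agonist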
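Test system: RD-HGA16 CHO cells with stable hTAAR1 and Gα16 / Probe or stimulus: EC80 β-phenethylamine stimulus / Times: seeding 17-24 h prior, 75-min 37 °C, 30-min RT dye loading / Detection: Fluo-8 calcium-sensitive fluorescence / Read-out basis: % inhibition scaled between DMSO and EC80 PEA controls / Repeats: singlicate, one well per test compound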
TAAR1 ag = human TAAR1 agonism. activation, % at 3 µM. CHO RD-HGA16 TAAR1, Fluo-8 calcium fluorescence; vehicle wells 0%, saturating PEA agonist 100%. Q96RJ0. AID 624467. actives 0.99% (n = 360,000);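 active means activation above the mean activation of all test compounds in the run plus 3 SD, cut at about 38% in these data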
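Test system: RD-HGA16 (CHO) cells co-expressing Gα16 and hTAAR1; dosing: one-point dosing at 3 µM (nominal); timing: 17-24 h seeding, 75 min 37 °C dye, 30 min RT; signal: kinetic Fluo-8 calcium fluorescence; read-out basis: % activation relative to PEA EC100 response; controls: DMSO and PEA EC100; replicates: n 1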
V1aR counter = V1a receptor agonism, counter-screen for OXTR agonists. actives 0.25% (n = 320,000). P37288. activation, % at 3 µM. CHO-V1R cells, Fluo-8 calcium fluorescence, agonist mode; 0% DMSO, 100% 3 nM vasopressin;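 active means activation above the mean activation of all tested compounds plus 3 SD, per screening run, cut at about 20% in these data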;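 further: signal is peak over basal fluorescence ratio across a 100 second FLIPR read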
OXTR potentiator = potentiators of human oxytocin receptor. P30559. CHO-OTR cells, Fluo-8 calcium fluorescence, potentiator mode; 0% = oxytocin EC15, 100% = EC100. activation, % at 3 µM. actives 0.061% (n = 320,000). AID 2445;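 active means activation above that plate's cutoff, the mean activation of tested compounds plus 3 SD, cut at about 6.6% in these data, passing the limit was not always enough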;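 further: 100% uses oxytocin at 75 nM as the full agonist control; some results filed as inactive read as strong as hits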
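Assay system: CHO cell line stably expressing human OTR | Also added: Oxytocin at about EC15, sub-maximal agonist stimulus | Times: Compound 6 min at room temperature before oxytocin, 100 s read | Measured by: Fluo-8 intracellular calcium fluorescence, ex 470-495, em 515-575 nm | Controls: EC15 oxytocin alone as 0%, 75 nM oxytocin as 100%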
* marks the source's active call; other numbers are inactive results; · = no result given.

nr	Compound	TAAR1 antag	M1 antag	OXTR potentiator	CHO parental Ca	M1 ag
1	O=C(NC1CCCC1)C(c1cccs1)N(Cc1ccco1)C(=O)c1csnn1 (configuration not stated)	3	-1	-10	-14	-3
2	COCCN(CCOC)C(=O)CN1C(=O)NC2(CCCc3sccc32)C1=O (configuration not stated)	2	-2	3	-4	-2
3	O=C1C2C3C=CC(C3)C2C(=O)N1c1cccnc1 (configuration not stated)	-6	-20	2	-8	-2
4	Cc1[nH]n(-c2ccccc2)c(=O)c1C=Nc1ccc(S(=O)(=O)NC(N)=O)cc1	-21	-12	-2	-7	-1
5	O=S(=O)(NCCc1csc(-c2cccnc2)n1)c1cccc(F)c1	-42	-10	4	-14	-1
6	Cc1nn(C(C)c2n[nH]c(=S)n2-c2cccc(Cl)c2)c(C)c1[N+](=O)[O-] (configuration not stated)	21	1	5	-7	-3
7	C#CCOCCOCCOCCNc1nc(N2CCN(C(=O)[C@H](Cc3ccc(O)cc3)n3cc([C@@H](N)CC(C)C)nn3)CC2)nc(N2CCN(C(=O)[C@H](Cc3cc4ccccc4[nH]3)n3cc([C@@H](N)CC(C)C)nn3)CC2)n1	1	·	2	5	·
8	Cc1ccc(NC(=O)c2nnn(-c3cccc(C(F)(F)F)c3)c2N)cc1	-4	0	-7	17	0
9	COc1cc2c(C(F)(F)F)c(-c3ccsc3)oc(=O)c2cc1OC	40	-4	-4	-29	-6
10	Cc1nn(Cc2ccccc2)c(Cl)c1C(=O)OCc1nnc(-c2ccc(Cl)cc2)o1	25	-56	-2	-19	4
11	CCCCn1c(N)c(N(CCOC)C(=O)c2cc(-c3ccccc3)nc3ccccc23)c(=O)[nH]c1=O	-31	-2	-3	-38	-4
12	O=C(c1ccc(N2CCCC2)c([N+](=O)[O-])c1)N1CCN(CCO)CC1	6	7	4	-3	-1
13	COc1cccc(-c2cnc3c(NC=O)cc(-c4ccc(O)c(OC)c4)cn23)c1	31	-3	·	·	-1
14	O=C(Nc1ccccc1)C1=C(Nc2ccccc2)CSC1	-8	-17	·	·	2
15	Cc1ccc(Cn2nnc3c(=O)n(CC(=O)NCC4CCCO4)cnc32)cc1 (configuration not stated)	-28	1	1	-11	-3

nr	TAAR1 ag	OXTR ag	V1aR counter	CHRM1 PAM
1	-1	-1.2	-1.4	0
2	3	1.1	0.2	0
3	-2	-1.4	0.4	-1
4	0	-0.4	0.8	8
5	9	0.1	2.6	5
6	2	2.1	1.4	-1
7	4	-0.2	-0.1	·
8	1	0.8	0.9	6
9	2	0.0	1.3	-10
10	9	-1.0	1.4	22
11	1	-0.9	-0.3	2
12	0	2.0	4.3	-1
13	5	·	·	-3
14	0	·	·	5
15	3	-0.5	0.8	0

The listing continues:
nr	Compound	TAAR1 antag	M1 antag	OXTR potentiator	CHO parental Ca	M1 ag
16	CCOc1cnc(-c2c(-c3ccccc3Cl)noc2C)o1	-7	-9	-20	-3	-14
17	COc1ccc(C(=O)N/N=C/c2cccc3cccnc23)cc1	22	-5	-14	-13	-2
18	COc1ccc(NC(=O)Cn2nnc(C(=O)NCc3ccccc3)c2N)cc1Cl	-5	-25	-5	16	-2
19	NS(=O)(=O)c1ccc(CCNC(=O)c2ccccc2-c2ccccc2)cc1	-16	-12	3	-7	-5
20	COc1cccc(C(=O)NC(C)c2ccc(Br)cc2)c1 (configuration not stated)	11	3	-2	-13	-10
21	O=c1c2cc(N3CCOCC3)ccc2[nH]c(=S)n1CCCN1CCN(c2ccccc2F)CC1	·	·	-4	-12	·
22	COc1ccc(N2CC(NS(=O)(=O)c3cccs3)CC2=O)cc1OC (configuration not stated)	-37	-3	-5	-5	1
23	COC(=O)c1ccc(NC(=O)c2ccc(NS(=O)(=O)c3cccc4cccnc34)cc2)cc1	·	-15	-7	-22	-3
24	Cc1ccccc1CCNC(=O)C1CCCN(c2cnccn2)C1 (configuration not stated)	-23	-17	-5	-18	0
25	O/N=C(\c1ccccn1)C1CC1c1ccccc1 (configuration not stated)	-1	7	-6	-4	-11
26	O=S(=O)(c1cccc2cnccc12)N1CCNCC1	-3	-23	-2	-5	-4
27	CCOc1ccc(-n2nc(C(=O)NC3CCCCC3)c3ccccc3c2=O)cc1	-25	-6	-4	-16	-1
28	CCCc1cc(C(=O)NC2CCCN(Cc3ccccc3F)C2)no1 (configuration not stated)	-7	-11	-14	-17	-5
29	CSc1ccccc1NC(=O)c1ccc(Cl)s1	1	-9	1	-12	-6
30	CC(NC(=S)NCCN1CCOCC1)C12CC3CC(CC(C3)C1)C2 (configuration not stated)	20	3	-6	-13	-12

nr	TAAR1 ag	OXTR ag	V1aR counter	CHRM1 PAM
16	1	-1.6	-1.4	2
17	0	-0.5	1.7	2
18	2	1.8	0.7	4
19	4	1.8	0.7	6
20	8	-3.0	0.7	1
21	·	0.1	-0.9	·
22	2	2.2	-0.7	7
23	·	1.4	-0.4	15
24	8	-0.6	0.9	10
25	-2	-0.4	-0.2	1
26	0	-0.8	-0.2	2
27	1	-0.7	-0.3	8
28	-4	-2.1	-0.6	4
29	1	-2.3	-1.4	6
30	1	3.6	2.6	5

Next part:
nr	Compound	TAAR1 antag	M1 antag	OXTR potentiator	CHO parental Ca	M1 ag
31	CCCc1nc2c3ccccc3ccn2c1CC(C)(C)C	-27	21	·	·	-8
32	COc1ccc(-c2csc(NC(=O)CCCc3nc4ccccc4c(=O)[nH]3)n2)cc1OC	30	9	-9	-16	-5
33	COc1cccc(N(C(=O)c2snc(C(N)=O)c2N)C(C(=O)NCC2CCCO2)c2ccc3ncccc3c2)c1 (configuration not stated)	-1	-14	-5	-14	-2
34	CC(Sc1nnnn1-c1ccc(Cl)cc1)C(=O)NCC(=O)Nc1ccc(F)c(F)c1F (configuration not stated)	-3	-9	-10	-20	-2
35	CCCN1CCN(CCCNC(=O)Cn2nc(-c3ccccc3)ccc2=O)CC1	-14	-23	1	-1	-8
36	CCOc1cc(C2C(C#N)=C(N)OC(C)=C2C(C)=O)cc(Br)c1O (configuration not stated)	-9	-3	-8	2	-2
37	COc1ccccc1C(CNC(=O)c1ccco1)N1CCCC1 (configuration not stated)	-7	73*	-1	-21	-8
38	CC(=O)Nc1ccc(C(=O)CS(=O)(=O)c2ccc(C)cc2)cc1	-5	2	-6	-7	-3
39	COC(=O)c1noc(C)c1-c1ccnn1C(=O)c1ccc(C)cc1	-5	-1	-3	-12	-4
40	C#CCOCCOCCOCCNc1nc(N2CCN(C(=O)CCCCCCCCCCNC(=O)[C@H](CCCCN)n3cc(C[C@@H](C)CC)nn3)CC2)nc(N2CCN(C(=O)CCCCCCCCCCNC(=O)[C@H](CCCN=C(N)N)n3cc(C[C@@H](C)CC)nn3)CC2)n1	·	20	5	20	-14
41	CCOc1ccc(-n2c(SCc3ccc([N+](=O)[O-])cc3)nnc2-c2ccccc2)cc1	6	4	1	-34	-7
42	O=C1OC(C(=O)Nc2nccs2)Cc2ccccc21 (configuration not stated)	-11	-26	-4	-10	-3
43	CSc1cccc(CN2CCCC(C(=O)Nc3cccc(-n4cccn4)c3)C2)c1 (configuration not stated)	11	19	-16	-12	-3
44	O=C(OCC(=O)N1CCOCC1)c1c(Cl)ccc(Cl)c1Cl	9	-5	-3	-12	-3
45	Cc1c(Cl)cccc1NC(=O)Nc1ccc(C(=O)N2CCCC2)cc1	4	-19	-1	-5	0

nr	TAAR1 ag	OXTR ag	V1aR counter	CHRM1 PAM
31	-2	·	·	-23
32	4	0.3	0.2	-6
33	17	0.4	-0.2	12
34	5	-0.1	3.5	-2
35	5	-0.5	1.2	8
36	3	1.1	3.7	6
37	11	0.6	0.9	-30
38	6	1.2	1.5	-4
39	7	0.7	0.7	1
40	·	1.2	1.7	-22
41	6	-1.3	1.0	-6
42	7	-1.3	0.6	-2
43	17	7.3	7.6	-11
44	5	-1.5	-0.7	6
45	4	-0.9	-0.9	18

Part of the list above, in transposed form:
#1 O=C(NC1CCCC1)C(c1cccs1)N(Cc1ccco1)C(=O)c1csnn1 (configuration not stated)
#2 COCCN(CCOC)C(=O)CN1C(=O)NC2(CCCc3sccc32)C1=O (configuration not stated)
#3 O=C1C2C3C=CC(C3)C2C(=O)N1c1cccnc1 (configuration not stated)
#4 Cc1[nH]n(-c2ccccc2)c(=O)c1C=Nc1ccc(S(=O)(=O)NC(N)=O)cc1
#5 O=S(=O)(NCCc1csc(-c2cccnc2)n1)c1cccc(F)c1
#6 Cc1nn(C(C)c2n[nH]c(=S)n2-c2cccc(Cl)c2)c(C)c1[N+](=O)[O-] (configuration not stated)
#7 C#CCOCCOCCOCCNc1nc(N2CCN(C(=O)[C@H](Cc3ccc(O)cc3)n3cc([C@@H](N)CC(C)C)nn3)CC2)nc(N2CCN(C(=O)[C@H](Cc3cc4ccccc4[nH]3)n3cc([C@@H](N)CC(C)C)nn3)CC2)n1
assay / compound | 1 | 2 | 3 | 4 | 5 | 6 | 7
TAAR1 antag | 3 | 2 | -6 | -21 | -42 | 21 | 1
M1 antag | -1 | -2 | -20 | -12 | -10 | 1 | ·
OXTR potentiator | -10 | 3 | 2 | -2 | 4 | 5 | 2
CHO parental Ca | -14 | -4 | -8 | -7 | -14 | -7 | 5
M1 ag | -3 | -2 | -2 | -1 | -1 | -3 | ·
TAAR1 ag | -1 | 3 | -2 | 0 | 9 | 2 | 4
OXTR ag | -1.2 | 1.1 | -1.4 | -0.4 | 0.1 | 2.1 | -0.2
V1aR counter | -1.4 | 0.2 | 0.4 | 0.8 | 2.6 | 1.4 | -0.1
CHRM1 PAM | 0 | 0 | -1 | 8 | 5 | -1 | ·

#8 Cc1ccc(NC(=O)c2nnn(-c3cccc(C(F)(F)F)c3)c2N)cc1
assay / compound | 8
TAAR1 antag | -4
M1 antag | 0
OXTR potentiator | -7
CHO parental Ca | 17
M1 ag | 0
TAAR1 ag | 1
OXTR ag | 0.8
V1aR counter | 0.9
CHRM1 PAM | 6

Additional entries:
nr	Compound	TAAR1 antag	M1 antag	OXTR potentiator	CHO parental Ca	M1 ag
46	COCCCNC(=O)Cn1ccc(N)nc1=O	11	-10	-7	5	-3
47	Cc1cccn2c(=O)c(/C=C3\SC(=S)NC3=O)c(NCCCN3CCOCC3)nc12	-5	-1	-5	-1	-1
48	CN(c1ccccc1)S(=O)(=O)c1cc(C(=O)Nc2nc3ccccc3[nH]2)ccc1Cl	59*	11	-12	-8	-7
49	O=C(OCC(=O)N1CCN(c2ccccc2)CC1)c1ccccc1NCCO	-18	-23	-3	-16	1

nr	TAAR1 ag	OXTR ag	V1aR counter	CHRM1 PAM
46	10	0.4	0.3	6
47	2	5.5	9.9	2
48	16	0.6	3.1	-9
49	3	-0.1	1.0	9
